Assay outcomes: PubChem BioAssay, National Center for Advancing Translational Sciences (NCATS)
Menin-MLL TR inh = displaces Texas Red mutant MLL peptide from human menin | Menin + Texas Red MLL mutant peptide, fluorescence polarization | Potency, µM (series often up to 61.6 µM), for the others: at the top dose FP activity change, negative = inhibition, usual class: inhibitors | hit rate 0.23% among 270,000 | AID 1768; active = well fitted inhibition curve with a large enough effect in the polarisation, with a control signal flat, not every such curve was filed as active; inconclusive = small, poorly fitted or top-dose-only effect, or effect the other way, or a change in a side signal; inactive = no such curve, though single readings can be large or run the other way; the % refers to the polarisation; note: potency is the fitted concentration of half-maximal effect; % of control where 0% means no effect; many of its hits are not listed in these tables
TSHR antagonist = human thyrotropin receptor antagonism; P16473; TSHR-expressing cells, TSH-stimulated cAMP HTRF, 2 h; stronger effect = lower value; activity change, negative = inhibition, % at 11.5 µM; hit rate 0.2% among 330,000; AID 504810;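 active = activity change below a set negative limit, meaning inhibition stronger than a set level, cut at about -70% in these data; inconclusive = activity change between two set negative limits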; note: % is set by controls: 0 for no effect and ±100 for the full control effect
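TSHR-expressing cells were treated with compounds, then stimulated with TSH at EC80 (4nM final) for 2 hours at 37 deg C. Cellular cAMP was measured by HTRF competition between lysate cAMP and cAMP-d2 for a cryptate-labelled anti-cAMP antibody.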
A-T KAP1 phos = potential ataxia-telangiectasia treatment | […] A-T fibroblasts, KAP-1 phosphorylation AlphaLISA; neocarzinostatin DNA damage 30 min before lysis | Potency, µM (top dose mostly 57.5 µM), for inactives: at the top dose activation, hits mostly activators | hit rate 0.19% among 320,000; note: potency is the fitted concentration of half-maximal effect; % of control where 0% means no effect; nearly all actives have a fitted effect of over 45% in size
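ATM-like activity read as KAP-1 phosphorylation via AlphaLISA donor/acceptor antibody pairs after lysis and 6 hr at 25C. Cells were ATM-null patient fibroblasts ([…], hTERT), dosed 60 min, then exposed to the DSB inducer NCS for 30 min.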
S-ASM inh = human S-ASM enzyme inhibition; P17405; AID 504937; Potency, µM (series often up to 57.5 µM), without a hit: top-dose activity change, negative = inhibition, most hits filed as inhibitors; hit rate 0.006% among 340,000; placental ASM, HMU-PC fluorogenic substrate, 60 min; note: potency is the fitted concentration of half-maximal effect
Target sequence (P17405 47-631 limits assumed): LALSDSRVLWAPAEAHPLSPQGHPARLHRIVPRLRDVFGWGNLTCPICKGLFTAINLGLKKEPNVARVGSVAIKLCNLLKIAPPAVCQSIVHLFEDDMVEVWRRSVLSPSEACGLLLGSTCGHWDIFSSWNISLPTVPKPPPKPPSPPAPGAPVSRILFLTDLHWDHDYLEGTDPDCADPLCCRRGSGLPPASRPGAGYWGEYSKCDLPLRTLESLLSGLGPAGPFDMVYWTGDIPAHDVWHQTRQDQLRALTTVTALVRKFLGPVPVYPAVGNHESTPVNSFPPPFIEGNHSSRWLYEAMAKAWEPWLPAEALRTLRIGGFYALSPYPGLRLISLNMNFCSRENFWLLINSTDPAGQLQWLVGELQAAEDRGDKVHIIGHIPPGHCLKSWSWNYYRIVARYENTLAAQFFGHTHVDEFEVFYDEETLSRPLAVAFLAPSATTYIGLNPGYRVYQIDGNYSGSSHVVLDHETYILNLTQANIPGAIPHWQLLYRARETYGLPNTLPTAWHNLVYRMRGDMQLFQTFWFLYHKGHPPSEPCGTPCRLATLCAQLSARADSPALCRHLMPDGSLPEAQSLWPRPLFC
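Human placenta-derived ASM enzyme was preincubated with compound for 10 minutes at room temperature, then given fluorogenic substrate HMU-PC0 (9 uM final) for 60 minutes at 37 °C; a pH 10 stop preceded fluorescence reading at Ex 386/Em 447 nm.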
MLL CXXC-DNA inh = MLL CXXC-DNA interaction inhibition. Q03164. MLL-CXXC / FITC-HOXA9 DNA fluorescence polarization. Potency, µM (highest dose often 115 µM), inactives show at the top dose activity change, negative = inhibition, hits mostly inhibitors. hit rate 0.037% among 290,000; active = well fitted inhibition curve with a large enough effect in the polarisation, with a control signal flat, not every such curve was filed as active; inconclusive = small, poorly fitted or top-dose-only effect, or effect the other way, or a change in a side signal; inactive = no such curve, though single readings can be large or run the other way; the % refers to the polarisation; note: potency is the fitted concentration of half-maximal effect
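Steps: dispense CXXC domain solution (7 uM) → pin compounds or unlabeled HOX-A9 DNA control → 5 min ambient → add FLSN-HOX-A9 solution (50 nM) → spin → 30 min ambient → fluorescence polarization. Tris pH 7.5/NaCl/DTT/BSA buffer.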
PTAP TSG101 blk = blocks PTAP/TSG101 interaction to inhibit HIV-1 budding. 340,000 tested, under 10 active. Q99816. Fluorescence polarization, FITC-PTAP peptide / Tsg101 binding. AID 493005. Potency, µM (doses to about 115 µM), inactives show at the top dose activity change, negative = inhibition, actives largely listed as inhibitors; active = well fitted inhibition curve with a large enough effect in the main read-out, with a control signal flat, not every such curve was filed as active; inconclusive = small, poorly fitted or top-dose-only effect, or effect the other way, or a change in a side signal; inactive = no such curve, though single readings can be large or run the other way; note: potency is the fitted concentration of half-maximal effect; % of control where 0% means no effect
Target sequence (Q99816 whole entry, looked up): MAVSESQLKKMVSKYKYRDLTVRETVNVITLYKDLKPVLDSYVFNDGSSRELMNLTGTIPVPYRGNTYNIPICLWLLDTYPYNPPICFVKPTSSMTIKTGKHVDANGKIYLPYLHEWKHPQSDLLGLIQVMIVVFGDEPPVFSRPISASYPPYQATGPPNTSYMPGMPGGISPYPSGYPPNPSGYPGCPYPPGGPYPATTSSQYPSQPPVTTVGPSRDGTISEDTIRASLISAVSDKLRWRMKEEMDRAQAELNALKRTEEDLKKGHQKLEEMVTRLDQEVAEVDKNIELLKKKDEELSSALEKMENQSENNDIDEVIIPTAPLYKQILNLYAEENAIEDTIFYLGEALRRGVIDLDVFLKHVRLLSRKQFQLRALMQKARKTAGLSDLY
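Steps: Tsg101 binding domain dispensed (10 uM final), compounds pinned in DMSO, FITC-labeled PTAP-motif peptide added (50 nM final); after 20 min binding at room temperature, polarization measured.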
Mito fusion yeast = mitochondrial division inhibition or fusion activation; S. cerevisiae fusion-defective mutant growth rescue, CellTiterGlo 48 h; Potency, µM (highest dose often 46.1 µM), for the others: at the highest dose growth rescue (activation), most hits filed as activators; hit rate 0.23% among 320,000;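 note: potency is the fitted concentration of half-maximal effect; % of control where 0% means no effect; nearly all actives have a fitted effect of over 45% in size; temperature-sensitive fusion mutants such as fzo1-1 at 37 °C on non-fermentable ethanol glycerol medium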
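Compounds are tested for their ability to restore growth of mitochondrial fusion-defective yeast strains at non-permissive 37C in YPEG medium over 48 hours. Viability is quantified by luciferase luminescence.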
TCR act = activators of T cell receptors. primary human leukocytes, anti-CD3, IL-2 HTRF, 48 h. 330,000 tested, under 10 active. Potency, µM (series often up to 9.22 µM), without a hit: at the highest dose activation of IL-2 secretion, usual class: activators; note: % of control where 0% means no effect
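HTRF read-out of IL-2 secretion: europium cryptate donor excited at 320nm, d2 acceptor emission at 665nm. Cells were primary human leukocytes incubated 48 hr with compounds and a-CD3 beads, supplying TCR signal only.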
MBNL1 CUG block = blocks human MBNL1 binding to CUG repeat RNA | Potency, µM (top dose mostly 57.5 µM), without a hit: at the top dose activity change, negative = inhibition, actives largely listed as inhibitors | AID 2675 | TR-FRET MBNL1-His/biotin-(CUG)12 binding, 665/545 ratio | Q9NR56 | hit rate 0.036% among 280,000; active = well fitted inhibition curve with a large enough effect in the signal ratio, with a control signal flat, not every such curve was filed as active; inconclusive = small, poorly fitted or top-dose-only effect, or effect the other way, or a change in a side signal; inactive = no such curve, though single readings can be large or run the other way; the % refers to the signal ratio; note: potency is the fitted concentration of half-maximal effect; % is set by controls: 0 for no effect and ±100 for the full control effect
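Inhibition of protein-RNA binding appears as loss of TR-FRET between terbium anti-His antibody on MBNL1-His and streptavidin-XL665 on biotin-(CUG)12. Activity is normalized to buffer-only and uninhibited-complex controls.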
Integrin act MD = activators of alpha7 integrin expression for muscular dystrophy | alpha7betagal myoblasts, beta-gal FDG fluorescence, 48 h | Potency, µM (series often up to 38.3 µM), for the others: at the highest dose activation, actives largely listed as activators | hit rate 0.064% among 350,000;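 note: potency is the fitted concentration of half-maximal effect; 100% = response of the positive control SU9516; nearly all actives have a fitted effect of over 60% in size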
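alpha7betagal+/- myoblasts (passage 13, 250/well) treated 48 h at 37C with compounds at 1:260 dilution of DMSO stock. Lysed, then beta-galactosidase activity read as FDG fluorescence (ex 480/em 540) after 30 min, with pre-read for autofluorescence.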
The depositor's hits bear a star; i = inactive; u = inconclusive; x = no result given; [ ] = another dose, or the depositor's remark. Unless noted, calls come from the whole dose curve; as a rule, active = well fitted curve in the direction sought with a large enough effect; inconclusive = small, poorly fitted or top-dose-only effect, or another doubt; inactive = no such curve, though single readings can be large; an effect the other way counts as inactive or inconclusive.

SMILES	Menin-MLL TR inh	TSHR antagonist	A-T KAP1 phos	S-ASM inh	MLL CXXC-DNA inh	PTAP TSG101 blk	Mito fusion yeast	TCR act	MBNL1 CUG block	Integrin act MD
N#Cc1c(-c2cccc(Br)c2)cc(-c2cccnc2)nc1N	20%	31	5%	i	11%	-4%	u	2%[46.1 µM]	x	-20%
CCN(C(=O)c1cc(Cl)ccc1Cl)C1CCS(=O)(=O)C1 (stereo not drawn)	x	35	x	-1%	x	-3%	6%	5%	x	2%
CN(C(=O)c1ccccc1Cl)c1ccccc1C(=O)NCc1ccccc1	x	-4	0%	2%	0%	-1%	1%	-3%	-2%	0%
CCC(=O)c1ccc(OCC(=O)OCC(=O)N(CCC#N)c2ccc3c(c2)OCCO3)cc1	x	-37	12%	-1%	x	-3%	x	-1%	x	-11%
CCOC(=O)c1c(NC(=O)CN2CCN(c3ccc(Cl)cc3)CC2)sc(C)c1C	8%	8	-4%	-5%	-16%	1%	2%	1%	1%	-5%
CC1CCN(C(=O)C2CCN(CC(C)c3ccccc3)CC2)CC1 (stereo not drawn)	-11%	42	2%	3%	-2%	1%	-5%	-7%[46.1 µM]	-14%	-5%
O=C(COc1ccc(Cl)cc1Cl)NCC(=O)N/N=C/c1c[nH]c2ccccc12	u	14	2%	1%	-2%	0%	3%	-10%[46.1 µM]	x	-1%
O=C(COc1nc2ccccc2nc1N1CCOCC1)N1CCc2ccccc21	u	18	8%	45%	8%	9%	-1%	4%	-1%	21%
COc1cc(OC)nc(Oc2cccc(Cl)c2C)n1	x	x	x	2%	x	-2%	x	-2%	x	-2%
Cc1ccc(CNC(=O)c2cc(=O)c3ccccc3o2)cc1	-22%	-1	-3%	2%	-11%	-2%	-65%[inhibitor]	1%	u	0%
Cc1cccc(C)c1NC(=O)CN1C(=O)C(C)Oc2ccccc21 (stereo not drawn)	16%	-10	2%	-7%	-2%	0%	-1%	7%	-9%	-25%
CCOc1ccc(C(=O)c2ccc(OCC)c(N)c2)cc1N	-1%	-6	9%	-2%	5%	-2%	-1%	-4%	29%	6%
Cn1c(=O)c2c(nc(Sc3nc4ccccc4n3CC(=O)N3CCCCC3)n2C)n(C)c1=O	-17%	20	8%	5%	-9%	-3%	2%	2%	-2%	0%
O=C(O)CCC(=O)OCC1CCCO1 (stereo not drawn)	-18%	6	-3%	3%	4%	-4%	2%	x	-1%	-21%
Cc1ccc(S(=O)(=O)/N=C(\Nc2cccc(C)c2)Nc2nc(C)cc(C)n2)cc1	5%	17	-6%	-1%	2%	-7%	-5%	-5%[46.1 µM]	19%	-6%
CCCCNc1cc(=O)oc2ccccc12	0%	0	8%	-1%	-5%	-6%	0%	x	0%	-9%
CN(CC(=O)Nc1ccc(F)cc1)C(=O)COc1ncnc2ccccc12	x	15	-6%	3%	-7%	1%	-3%	-3%	-1%	-5%
O=C(c1cccnc1)N(Cc1ccccc1)C(=O)c1cccnc1	x	x	x	0%	x	-3%	x	0%	x	0%
Cc1c(C#N)c(NC(=O)c2cccc(Cl)c2)n(Cc2ccccc2)c1C	-18%	12	4%	-1%	5%	-3%	-8%	-9%	-7%	u
CCCc1nc2ccccc2c2nc(N)nn12	-5%	20	-2%	0%	2%	-1%	-4%	-2%	-8%	6%
O=C(COc1ccccc1)Nc1nnc(S(=O)(=O)N2CCCC2)s1	u	9	-4%	2%	7%	-3%	26%	-1%	5%	0%
COc1ccc(C(C(=O)NC2CCCC2)N(C(=O)c2snc(-c3ccc(F)cc3)c2N)c2ccc(OC)cc2)cc1 (stereo not drawn)	0%	23	2%	16%	28%	-4%	1%	-4%	22%	8%
COCCNC(=O)CCCCCN1C(=O)CCC1=O	-25%	5	27%	1%	-7%	0%	6%	0%	-13%	19%
Cc1cc(C(=O)N2CCN(C(=O)C3CCCO3)CC2)no1 (stereo not drawn)	7%	-8	1%	-1%	8%	-1%	-3%	5%	-2%	14%
COc1ccc(C(=O)NC(=S)Nc2nc(C)cc(C)n2)cc1Br	x	-6	0%	2%	4%	-2%	9%	8%	-13%	32%
Cc1nnc2n(Cc3ccccc3)c(=O)c3c4c(sc3n12)CN(Cc1ccccc1)CC4	-11%	0	-3%	x	15%	x	-6%	x	34%[activator]	x
COc1ccc(CC(=O)N2N=C(C)CC2(O)c2cccnc2)cc1 (stereo not drawn)	x	13	-6%	-3%	-2%	-4%	2%	x	0%	-20%
CC(=O)C1=C(O)C(=O)N(CCN2CCOCC2)C1c1ccc(N(C)C)cc1 (stereo not drawn)	x	x	x	1%	x	2%	x	-4%	x	15%
COc1cccc(-n2c(Cn3nc(C(F)(F)F)cc3C)n[nH]c2=S)c1	1%	10	-17%	3%	5%	0%	0%	9%[46.1 µM]	5%	8%
CCOC(=O)CSc1nc2c(sc(=S)n2Cc2ccco2)c(=O)n1-c1ccc(F)cc1	-29%	-25	-2%	2%	18%	0%	-2%	-3%	-1%	-12%
Cc1cccc(OCC(=O)NNC(=O)C2CCN(c3ncnc4sc(C)c(C)c34)CC2)c1	x	-36	-1%	-4%	x	-11%	-3%	-2%	x	-6%
Cc1c(Cl)cccc1NC(=S)NCC(C)C	0%	7	-3%	-1%	6%	-2%	-6%	5%	-3%	12%
CCOC(=O)COc1nc(OC)nc(N2CCOCC2)n1	-1%	0	-3%	4%	15%	-4%	-7%	1%	-6%	19%
CC(C)OCCCNC(=O)Cn1nc(-c2ccccc2)ccc1=O	6%	5	3%	4%	-10%	-6%	0%	-3%	17%	u
Cc1cc(C(=O)N/N=C/c2ccc(O)c([N+](=O)[O-])c2)c(C)n1-c1ccc(F)cc1	u	-13	-5%	-8%	8%	-11%	-1%	2%	x	14%
O=C(c1ccc(S(=O)(=O)N2CCOCC2)cc1)N(Cc1ccco1)Cc1cccs1	-8%	7	4%	-3%	-4%	-2%	-4%	1%	-10%	13%
Cc1cccc(OCCCC(=O)Nc2ccc(S(=O)(=O)Nc3onc(C)c3C)cc2)c1C	u	19	-4%	6%	-1%	0%	-6%	-6%	-10%	22%
COCCN(C(=O)c1ccc(N(C)S(=O)(=O)c2ccc(C)cc2)cc1)c1c(N)n(CC(C)C)c(=O)[nH]c1=O	x	x	x	0%	x	-3%	x	1%	x	12%
COC(=O)c1ccccc1NC(=O)C(=O)NCc1ccncc1	-28%	0	3%	2%	-5%	0%	2%	8%	-4%	0%
O=C(NC1CCCC1)c1ccc([N+](=O)[O-])s1	5%	9	-1%	8%	5%	1%	6%	2%	u	-562%[inhibitor]
O=C1CCCC/C1=C\Nc1ccc(O)cc1	32µM*	10	5%	6%	4%	-8%	-5%	-5%	u	-12%[7.66 µM]
Cc1cc2nnn(-c3nnc(-c4ccccc4)c4ccccc34)c2cc1C	-6%	2	2%	1%	11%	0%	-3%	-4%	-6%	19%
COc1ccc(OC)c(-c2nc(CN3CCCCC3c3cccnc3)c(C)o2)c1 (stereo not drawn)	u	-11	9%	0%	-4%	-2%	-7%	-2%	-15%	-31%
CCOc1cc(-c2noc(-c3cccnc3)n2)ccc1OC	-9%	-8	6%	0%	-1%	-7%	-1%	7%	2%	-16%
COC(=O)C1=C(C)Nc2ncnn2C1c1ccc(OCc2ccccc2)cc1 (stereo not drawn)	-1%	3	9%	26%	-5%	-2%	0%	8%	-5%	-16%
Cc1cc(C)cc(N(CC(=O)NC2CCCCC2)C(=O)c2csnn2)c1	x	x	-1%	0%	-17%	1%	0%	-1%	0%	7%
COC(=O)c1cc(S(=O)(=O)Nc2cc(OC)cc(OC)c2)c[nH]1	-10%	8	1%	8%	-5%	-3%	1%	4%	-8%	-9%
COc1ccc(C2=NCCc3cc(OC)c(OC)cc32)cc1OC	-8%	-2	3%	7%	-11%	-1%	-3%	-4%[46.1 µM]	u	1%
O=C(O)c1ccc(C=NN2CCCCCC2)cc1	x	x	x	3%	x	-2%	x	-2%	x	14%
COCCN=c1scc(-c2ccco2)n1/N=C/c1ccc(O)c(O)c1O	u	-7	-2%	-7%	-12%	1%	1%	6%	14%	0%

The list is partial; count on the stated rates, not on these rows.
